# Assay outcomes deposited in PubChem by several laboratories.
# bovine MsrA act: bovine MsrA enzyme activators, primary screen, biochemical, absorbance, HTS. Methionine sulfoxide reductase A (Bos taurus). purified bovine MsrA, absorbance read-out. activation, % at 10.6 µM. 360,000 tested, 0.3% active. AID 602163, 2012; in the data active = activation above about 7.5%;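 also: 0% = vehicle and 100% = reference activator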
# PABP1 MLLE inh: inhibitors of PABP1 MLLE–PAM2 peptide binding, primary screen, biochemical, fluorescence polarization, FITC-PAM2, GST-MLLE; Polyadenylate-binding protein 1 (Homo sapiens), P11940; inhibition, % at 20 µM; 360,000 tested, 0.36% active; in the data active = inhibition above about 35%, passing the limit was not always enough;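 also: plate controls were DMSO wells with GST-MLLE for no effect and wells lacking GST-MLLE protein for full effect; some results filed as inactive read as strong as hits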
# MT1-MMP act inh: blockers of MT1-MMP proenzyme processing, primary screen, HT1080 RFP-PRO-GFP cells, GFP/RFP fluorescence; Matrix metalloproteinase-14 (Homo sapiens), P50281; GFP/RFP ratio fluorescence, overnight; percent of plate control window, DMSO zero; GFP/RFP ratio change, % at 20 µM; 360,000 tested, 0.061% active;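 active = GFP/RFP ratio change of at least 30% with cell ATP level not reduced by more than half and red fluorescence within 50% of control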; also: strong numbers were not always called active
#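 Assay system: RFP-PRO-GFP reporter HT1080 cells; read-out basis: GFP/RFP fluorescence ratio; benchmarks: DMSO wells and RFP-L50D-GFP cells; doses: 20 µM single dose, 1% DMSO; schedule: overnight cell settling, then overnight compound exposure, 37 °C, 5% CO2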
# MsrA inh: bovine MsrA enzyme inhibitors, primary screen, biochemical, absorbance, HTS. 360,000 tested, 0.75% active. AID 651718, 2012. purified bovine MsrA, absorbance read-out. Methionine sulfoxide reductase A (Bos taurus). inhibition, % at 15.5 µM; in the data active = inhibition above about 4.5%;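 also: 0% = vehicle wells with enzyme and 100% = reference inhibitor wells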
# FAS TE block: FAS thioesterase domain inhibitors, primary screen, biochemical, fluorescence intensity, uHTS; 360,000 tested, 0.67% active; Fatty acid synthase (Homo sapiens), P49327; recombinant FAS-TE, OMFH fluorogenic substrate, fluorescence endpoint; inhibition, % at 15 µM;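 active = compounds whose normalised, plate-corrected inhibition of enzyme fluorescence in the single-dose primary screen is 50% or more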;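 also: 0% = DMSO with enzyme and 100% = substrate without enzyme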
# CSN inh: inhibitors of CSN-mediated cullin deneddylation, primary screen, biochemical, fluorescence polarization, uHTS; COP9 signalosome complex subunit 5 (Homo sapiens), Q92905; Purified CSN, SCF-Nedd8-OG deneddylation; inhibition, % at 12.5 µM; 360,000 tested, 0.38% active;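 active = pattern-corrected inhibition above about 35%, with an unprinted fluorescence ratio check between 0.5 and 1.5, limit read from the data, passing the limit was not always enough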;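 also: 0% = enzyme with substrate and 100% = substrate without enzyme; some results filed as inactive read as strong as hits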
#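 Schedule: reaction 90 min, room temperature / Assay system: HEK293T-derived human Csn5 enzyme / Input: Csn5 at 0.24 nM final / Measure: inhibition of Csn5 cleavage, % / Control set: substrate-only high control, full reaction low control / Technique: fluorescence polarization of the substrate / Buffer or medium: Tris/NaCl/DTT buffer, pH 7.5 / Reagent: SCFSkp2-Nedd8OG substrate at 10 nM final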
# E coli Lon inh: inhibitors of E. coli Lon protease, primary screen, biochemical, fluorescence polarization. P0A9M0. purified E. coli Lon protease. inhibition, % at 7.94 µM. 360,000 tested, 0.42% active; in the data active = inhibition above about 13%, passing the limit was not always enough;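 also: 0% = enzyme with probe and DMSO and 100% = no enzyme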
# Target sequence (P0A9M0 whole entry, looked up): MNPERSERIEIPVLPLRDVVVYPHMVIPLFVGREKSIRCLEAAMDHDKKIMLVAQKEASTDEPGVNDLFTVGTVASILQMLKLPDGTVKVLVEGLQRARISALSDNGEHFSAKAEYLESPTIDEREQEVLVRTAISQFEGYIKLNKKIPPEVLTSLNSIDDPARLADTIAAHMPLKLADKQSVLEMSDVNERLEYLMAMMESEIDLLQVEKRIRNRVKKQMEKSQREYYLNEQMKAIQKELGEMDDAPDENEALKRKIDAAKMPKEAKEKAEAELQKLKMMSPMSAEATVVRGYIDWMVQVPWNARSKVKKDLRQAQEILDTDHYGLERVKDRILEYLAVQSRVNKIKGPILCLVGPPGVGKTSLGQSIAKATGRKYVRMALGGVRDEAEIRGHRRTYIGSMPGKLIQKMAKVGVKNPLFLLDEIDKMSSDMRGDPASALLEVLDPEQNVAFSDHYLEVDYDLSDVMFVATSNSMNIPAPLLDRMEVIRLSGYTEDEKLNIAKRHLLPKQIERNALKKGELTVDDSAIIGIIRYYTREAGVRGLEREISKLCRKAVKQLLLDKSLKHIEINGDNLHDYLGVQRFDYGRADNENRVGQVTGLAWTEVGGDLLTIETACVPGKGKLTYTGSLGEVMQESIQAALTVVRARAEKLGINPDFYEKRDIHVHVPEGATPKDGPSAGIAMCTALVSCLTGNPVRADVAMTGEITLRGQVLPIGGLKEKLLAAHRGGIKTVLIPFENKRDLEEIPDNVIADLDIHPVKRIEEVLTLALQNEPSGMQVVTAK
# Rin1 Abl inh: inhibitors of Rin1-Abl protein binding, primary screen, biochemical, TR-FRET; inhibition, % at 7.35 µM; 360,000 tested, 0.4% active; in the data active = inhibition above about 5%, passing the limit was not always enough
# Rpn11 block: Rpn11 (PSMD14) deubiquitinase inhibitors, primary screen, biochemical, fluorescence polarization, uHTS; human 26S proteasome, Ub4-pepOG fluorescence polarization; 20S core pre-blocked with epoxomicin; 26S proteasome non-ATPase regulatory subunit 14 (Homo sapiens), O00487; 360,000 tested, 0.59% active; calls only at 20 µM;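 active = inhibition at 20 µM, scaled to each plate's controls, above about 33%, limit read from the data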
# Target sequence (O00487 whole entry, looked up): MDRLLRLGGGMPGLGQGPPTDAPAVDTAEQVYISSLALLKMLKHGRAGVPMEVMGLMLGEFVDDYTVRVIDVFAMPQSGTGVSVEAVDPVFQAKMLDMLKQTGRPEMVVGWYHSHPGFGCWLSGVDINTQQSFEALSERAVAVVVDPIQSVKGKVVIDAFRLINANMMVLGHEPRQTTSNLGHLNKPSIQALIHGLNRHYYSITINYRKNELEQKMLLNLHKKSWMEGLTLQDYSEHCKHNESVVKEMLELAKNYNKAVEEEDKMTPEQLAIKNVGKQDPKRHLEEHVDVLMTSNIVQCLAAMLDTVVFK
# The depositor's hits bear a star; i = inactive; . = no result given.
SMILES,bovine MsrA act,PABP1 MLLE inh,MT1-MMP act inh,MsrA inh,FAS TE block,CSN inh,E coli Lon inh,Rin1 Abl inh,Rpn11 block
COC(=O)c1ccc(N=Nc2c(C)[nH]n(-c3ccccc3)c2=O)cc1,-2,-1,1,-0.8,15,3,4,-1,i
Cc1ccc(NC(=O)C2CCCN2C(=O)OCc2ccccc2)c(O)c1 (centres undefined),-1,-2,13,0.0,-6,0,-3,1,i
CCC(=NC(C)c1ccccc1)c1c(O)n(C)c(=O)n(C)c1=O (centres undefined),-9,9,10,-0.5,-4,4,-1,0,i
Cc1cc(OCCOCCNCc2ccccc2)ccc1C(C)C,-3,-13,1,-0.7,-1,-1,4,5,i
CC(=O)Oc1ccc2occ(C(=O)c3cccs3)c2c1,-2,5,-2,0.8,0,-2,-2,-2,i
Cc1cc(NN)nc(NS(=O)(=O)c2ccc(Cl)cc2)n1,4,0,1,1.3,-2,-3,6,-3,i
O=C(Nc1ccnn1C1CCN(Cc2cc3ccccc3[nH]2)CC1)C1CCOC1 (centres undefined),-3,6,-1,-0.3,-3,1,-5,2,i
O=C(CSc1nnc(CNC(=O)c2c(F)cccc2Cl)o1)c1ccccc1,-9,-20,4,-0.8,-3,2,0,-4,i
CC(C)(CNC(=O)C1CCN(S(=O)(=O)c2cc([N+](=O)[O-])ccc2Cl)CC1)N1CCOCC1,-5,-6,2,-0.2,-6,4,-1,0,i
O=c1[nH]cccc1-c1nc2ccccc2n1Cc1ccc(Cl)cc1,-1,3,-6,0.1,-3,-2,-8,-4,i
Cc1ccc(S(=O)(=O)N2[C@@H](c3ccc(C(C)(C)C)cc3)C(C(=O)O)=CC[C@H]2c2cccs2)cc1,-7,8,-2,0.5,3,1,5,0,i
CC(=O)Nc1ccc(C2NC(=S)N(c3ccccc3C(F)(F)F)C(C)=C2C(=O)N2CCOCC2)cc1 (centres undefined),-2,13,-8,-0.1,-2,-2,10,2,i
Cc1c2c(nc3c(C(=O)NC4CC4)cnn13)CCCC2,1,-5,10,0.9,-9,3,5,1,i
COCCn1cnc2c(c1=O)c1nc3ccccc3nc1n2/N=C/c1ccco1,-6,-7,1,1.3,-3,-3,1,-1,i
O=C(NCCCN1CCOCC1)c1cccc(NS(=O)(=O)c2ccc(Br)cc2)c1,-3,-10,2,-0.8,-5,-2,-6,1,i
CSCC[C@H](NC(=O)[C@@H]1Cc2c([nH]c3ccccc23)C2c3ccccc3C(=O)N21)C(=O)NCC1CCCO1 (some centres undefined),1,8,-1,-0.7,2,0,3,1,i
O=C(NCCCn1cccn1)C1CCC(=O)N(Cc2ccccc2F)C1 (centres undefined),-2,4,1,-0.9,-5,1,6,1,i
Cc1ccsc1/C=N/NC(=O)c1ccc2nc[nH]c2c1,-8,12,3,1.8,-10,-6,-1,-3,i
Cc1ccc(CNC(=O)c2ccc3c(c2)S(=O)(=O)c2ccccc2C3=O)cc1,3,14,5,-0.2,21,1,3,-3,i
Cn1c(N)c(C(=O)CSc2nnc(-c3ccccc3F)n2N)c(=O)n(C)c1=O,-14,9,-1,-0.9,-10,-4,-4,-2,i
CN(C(=O)c1ccc(NC(=O)Cc2cccc(NC(=O)C3CCN(C(=O)C4CCC4)CC3)c2)cc1)C1CCCC1,0,2,2,3.3,-11,-2,-2,-1,i
CCNC(=O)C1(C)CCCN(C(=O)c2cc3ccccc3s2)C1 (centres undefined),4,0,0,-0.3,-3,-2,3,-3,i
CCC1(C)OC(=O)N2CCc3c(C)[nH]c4c(C)ccc(c34)C21C (centres undefined),-5,6,2,-0.3,-2,1,0,-1,i
CNc1ccc(/C=C2\CSc3ccccc3C2=O)cc1[N+](=O)[O-],-2,5,14,-0.1,15,8,1,3,i
CCOC(=O)C1(COCc2ccccc2)CCCCC1=O (centres undefined),-7,15,-8,-0.1,-6,6,12,6,i
COC(=O)C1=NN(C(=O)c2ccccc2)C(C)(O)C1 (centres undefined),-2,-4,-6,-1.4,-6,-7,2,-2,i
O=C(NCCCn1ccnc1)c1cc2c(s1)CCCC2,-2,-20,2,-1.2,-7,0,10,1,i
CCCCc1c(-c2ccc(F)cc2F)ncn1CCc1ccccc1OC,-1,.,-9,-1.2,20,-2,-5,.,.
COc1ccc(CC(=O)N/N=C/c2c(C)n(C)c3ccccc23)cc1OC,-8,2,2,3.2,0,2,0,-5,i
CCN1C(=O)c2cccc3c(S(=O)(=O)Nc4ccccc4OC)ccc1c23,-2,4,12,1.1,-9,0,-9,-4,i
O=C(C[C@@H]1C/C=C\C[C@@H](Cc2ccc(F)cc2)C(=O)OC[C@@H]2CCCN2C1=O)NCCO,-2,2,0,-1.0,-4,1,6,2,i
N/C(=N\OC(=O)c1ccc(Cl)c(Cl)c1)c1cccnc1,0,-11,5,-0.5,3,-1,5,-3,i
Cc1n[nH]c(C)c1CCN(C)C(=O)C1CCC(=O)N(CC2CCCCC2)C1 (centres undefined),-3,-9,3,-1.5,-5,3,-9,3,i
Cc1ccc(C(=O)N2CC=C(c3ccccc3)CC2)s1,-2,2,-6,-1.5,6,-1,-6,-4,i
CC(=O)Nc1ccc(S(=O)(=O)N2CCc3c(Cl)cccc3C2)cc1,0,-10,1,1.2,1,-9,1,-1,i
COc1ccccc1CN(C)C(=O)CSCC(=O)Nc1ccccc1F,-3,1,-2,0.2,-5,1,-3,4,i
O=C(CSc1ccc2ccccc2c1)Nc1ccncc1,-3,0,3,0.1,0,-2,2,-2,i
CC(C)N(C=O)C1(C(=O)NC2CCCCC2)CCCCC1,-2,-1,1,0.6,-1,-3,0,4,i
NC(=O)NOCc1ncc(C(F)(F)F)cc1Cl,1,0,7,0.3,-6,-8,-4,-1,i
O=C(Cc1nnc(NC(=O)Nc2ccccc2)s1)NCc1ccccc1,-2,2,6,-0.7,-8,0,3,-4,i
CC(C)CNc1oc(-c2ccco2)nc1C#N,2,-3,7,2.5,-1,-2,-8,0,i
CCc1noc(C)c1C(=O)N(C)CC(=O)Nc1cccc(OC)c1,0,7,2,1.0,-7,0,-4,3,i
CCN1C(=O)N(CC)C(O)(c2ccccc2)C1(O)c1ccccc1 (centres undefined),-9,-12,0,-1.4,-4,-2,-15,2,i
CC(/C=N/NC(=O)c1ccncc1)=C\c1ccco1,-4,13,-1,4.8*,-7,5,7,-4,i
Cc1cc(C)nc(N/N=C2/CCCC/C2=C\c2ccccc2)n1,-4,6,-14,-0.3,-1,3,-4,0,i
CC(=O)c1ccc(N2CCN(S(=O)(=O)c3ccc4ccccc4c3)CC2)cc1,0,17,4,0.6,32,-3,-8,1,i
CSc1nc(NCC(C)C)nc(N2CCOCC2)n1,-2,-6,3,1.9,-8,-5,-9,-2,i
CCCCCCCC(=O)Oc1ccc(C(=O)Nc2cc(C)on2)cc1,-7,4,1,-0.6,-12,-3,3,1,i
O=C(NCCCN1CCCC1=O)C1CCN(S(=O)(=O)c2c(Cl)cccc2Cl)CC1,-4,-10,-1,-1.0,0,6,2,1,i
CN(C)CCCOC(=O)c1ccccc1Cl,-4,2,-1,2.2,5,0,1,1,i
O=C(c1ccc2oc(Cc3ccc(Cl)cc3)nc2c1)N1CCCCC1CCO (centres undefined),-3,6,-1,0.0,6,1,-3,0,i
Cc1ccc(C(=O)Nc2ccc(N3CCOCC3)nc2)cc1,-3,14,2,0.3,-6,1,1,6,i
Cc1ccc(C(=O)CCC(=O)N2CCN(c3ccc(F)cc3)CC2)cc1,3,14,7,-0.1,10,-3,5,0,i
CCN1CCN(CC(O)COC(C)C)CC1 (centres undefined),15*,-4,3,-0.6,-4,7,2,0,i
Cc1cc(NC(=O)CSc2nnc(-c3ccncc3)n2-c2ccc(F)cc2)no1,1,0,-1,-0.9,0,-5,-5,2,i
Cc1ccc(Oc2ccc(OCC(=O)NC(CC(C)C)C(=O)O)cc2)cc1 (centres undefined),-1,10,5,-0.8,-3,3,-9,2,i
Cc1ccc(NC(=O)C2CCCN2S(=O)(=O)c2ccc3c(c2)n(C)c(=O)c(=O)n3C)c(C)c1 (centres undefined),-3,-5,0,-0.2,2,4,3,-4,i
Cc1ccc(OCCC(=O)OCC(=O)Nc2ccc(F)cc2)cc1,0,-4,-2,1.4,-4,-3,3,-3,i
CCOc1ccc(C2C3=C(CC(C)(C)CC3=O)N(CCCOC)C3=C2C(=O)CC(C)(C)C3)cc1OC,-3,-4,0,0.8,-8,1,-29,0,i
O=C(CSc1nnc(-c2ccco2)o1)N1CCN(c2ccccc2)CC1,-15,-24,4,0.7,-6,-4,-3,8,i
# The list goes on:
SMILES,bovine MsrA act,PABP1 MLLE inh,MT1-MMP act inh,MsrA inh,FAS TE block,CSN inh,E coli Lon inh,Rin1 Abl inh,Rpn11 block
NC(CCc1ccccc1)c1csc(Nc2ccc(C(=O)NCCCO)cn2)n1 (centres undefined),-8,-7,-5,2.5,-4,-2,-1,4,i
CCOc1ccc(NC(=S)NCCCn2ccnc2)cc1,-2,9,-1,0.7,-9,2,-13,-4,i
Cc1ccc(S(=O)(=O)N(c2nc(N(C)C)nc(N(C)C)n2)n2cnnc2)cc1,6,13,-2,0.6,0,-3,2,1,i
COc1ccc(C=C(C(=O)c2ccccc2)c2ccccc2)cc1,-6,-3,-2,1.1,34,1,-4,2,i
COc1ccccc1-c1coc2c(CN3CCOCC3)c(O)ccc2c1=O,-3,7,1,2.2,-3,0,-2,-2,i
Cc1cc(/C=C(/C#N)c2nc3ccccc3[nH]2)c(C)n1-c1cc(C(=O)O)cc(C(=O)O)c1,-5,9,-37,4.9*,-31,21,-119,1,i
O=C(c1ccc(CS(=O)c2ccccc2Cl)o1)N1CCN(C2CCCCC2)CC1 (centres undefined),-2,6,-7,0.0,-10,2,14,0,i
CCC(CC)C(=O)OCC(=O)Nc1cc(OC)c([N+](=O)[O-])cc1C,-1,-10,3,0.6,11,5,-5,-1,i

# Single records (already shown):
# CCCCc1c(-c2ccc(F)cc2F)ncn1CCc1ccccc1OC reads bovine MsrA act: -1; PABP1 MLLE inh: .; MT1-MMP act inh: -9; MsrA inh: -1.2; FAS TE block: 20; CSN inh: -2; E coli Lon inh: -5; Rin1 Abl inh: .; Rpn11 block: .
# COC(=O)C1=NN(C(=O)c2ccccc2)C(C)(O)C1 (centres undefined) reads bovine MsrA act: -2; PABP1 MLLE inh: -4; MT1-MMP act inh: -6; MsrA inh: -1.4; FAS TE block: -6; CSN inh: -7; E coli Lon inh: 2; Rin1 Abl inh: -2; Rpn11 block: i
# CCOc1ccc(NC(=S)NCCCn2ccnc2)cc1 reads bovine MsrA act: -2; PABP1 MLLE inh: 9; MT1-MMP act inh: -1; MsrA inh: 0.7; FAS TE block: -9; CSN inh: 2; E coli Lon inh: -13; Rin1 Abl inh: -4; Rpn11 block: i
